Screens from PubChem.
CSN deneddyl inh = inhibitors of human CSN-mediated cullin deneddylation; Q92905; Purified CSN, SCF-Nedd8-OG deneddylation, fluorescence polarization; inhibition, % at 12.5 µM; hit rate 0.38% among 360,000;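 active means pattern-corrected inhibition above about 35%, with an unprinted fluorescence ratio check between 0.5 and 1.5, limit read from the data, passing the limit was not always enough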;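 further: 0% = enzyme with substrate and 100% = substrate without enzyme; some results filed as inactive read as strong as hits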
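Test system: purified human Csn5 enzyme expressed in HEK293T cells. Amount: 0.24 nM enzyme. Reagent: SCFSkp2-Nedd8OG substrate at 10 nM final. Schedule: 90 min incubation of compound, enzyme and substrate at room temperature. Detection: fluorescence polarization. Read-out: % inhibition of substrate cleavage by Csn5.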
PABP1 MLLE inh = blocks PAM2 peptide binding to the PABP1 MLLE domain; hit rate 0.36% among 360,000; GST-MLLE / FITC-PAM2 fluorescence polarization; AID 588489; inhibition, % at 20 µM; P11940; in the data active means inhibition above about 35%, passing the limit was not always enough;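 further: plate controls were DMSO wells with GST-MLLE for no effect and wells lacking GST-MLLE protein for full effect; some results filed as inactive read as strong as hits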
Rpn11 inh = blocks the human proteasome subunit Rpn11; calls only at 20 µM; human 26S proteasome, Ub4-pepOG fluorescence polarization; 20S core pre-blocked with epoxomicin; hit rate 0.59% among 360,000;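 active means inhibition at 20 µM, scaled to each plate's controls, above about 33%, limit read from the data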
SKN-1 inh = blocks SKN-1 activity in C. elegans | hit rate 0.49% among 360,000 | C. elegans VP596 Pgst-4::GFP/RFP ratio, acrylamide-induced, 24 h | inhibition, % at 21.8 µM | AID 624304;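 active means interference check ratio from 0.5 to 1.5 plus GFP to RFP signal ratio inhibition reaching or exceeding a fixed threshold, cut at about 30% in these data, passing the limit was not always enough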; further: some compounds called inactive have numbers as strong as hits
MT1-MMP act inh = MT1-MMP (human) activation inhibition; P50281; HT1080 RFP-PRO-GFP cells, GFP/RFP ratio fluorescence, overnight; percent of plate control window, DMSO zero; GFP/RFP ratio change, % at 20 µM; hit rate 0.061% among 360,000; AID 651647;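 active means GFP/RFP ratio change of at least 30% with cell ATP level not reduced by more than half and red fluorescence within 50% of control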; further: strong numbers were not always called active
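Material – HT1080 RFP-PRO-GFP cells · Control set – DMSO wells and RFP-L50D-GFP cells · Incubation – overnight cell settling, then overnight compound exposure, 37 °C, 5% CO2 · Compound dosing – single-point 20 µM compound, 1% DMSO · Read-out – GFP/RFP fluorescence ratio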
FAS TE block = blocks the thioesterase domain of human fatty acid synthase. P49327. recombinant FAS-TE, OMFH fluorogenic substrate, fluorescence endpoint. inhibition, % at 15 µM. hit rate 0.67% among 360,000;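 active means compounds whose normalised, plate-corrected inhibition of enzyme fluorescence in the single-dose primary screen is 50% or more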;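 further: 0% = DMSO with enzyme and 100% = substrate without enzyme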
NadD block = NadD (S. aureus) enzyme inhibition; purified NadD enzyme, colorimetric absorbance read-out; inhibition, % at 20 µM; hit rate 0.78% among 360,000; AID 602399; in the data active means inhibition above about 26%; further: some compounds past the cut are filed as inactive
Rin1 Abl inh = inhibitors of human Rin1-Abl protein interaction; P00519+Q13671; TR-FRET Rin1/Abl binding, biochemical; inhibition, % at 7.35 µM; hit rate 0.4% among 360,000; in the data active means inhibition above about 5%, passing the limit was not always enough
Neddyl block = inhibitors of human cullin neddylation; P61081+Q13564; TR-FRET cullin neddylation, biochemical; calls only at 25 µM; hit rate 0.58% among 360,000; in the data active means inhibition above about 36%
An asterisk follows results filed as active; i = inactive; nt = not tested or not shown; + = active, no number.

SMILES | CSN deneddyl inh | PABP1 MLLE inh | Rpn11 inh | SKN-1 inh | MT1-MMP act inh | FAS TE block | NadD block | Rin1 Abl inh | Neddyl block
O=C1C[C@H](c2ccc(O)cc2)Oc2cc(O[C@@H]3O[C@H](CO)[C@@H](O)[C@H](O)[C@H]3O)cc(O[C@@H]3O[C@H](CO)[C@@H](O)[C@H](O)[C@H]3O)c21 | -3 | -5 | i | 6 | 1 | -12 | -5 | 0 | i
CC(C)CC1C(=O)N(Cc2cn(CCC3OCCO3)nn2)CCS(=O)(=O)N1Cc1ccc(-c2ccncc2)cc1 (stereo not drawn) | 1 | -10 | i | 9 | 1 | 0 | 8 | -1 | i
Cc1ccccc1OCC(=O)Nc1ccccc1CO | -3 | -19 | i | -19 | 3 | -7 | -3 | -2 | i
O=C(CSCc1ccc(Cl)cc1)Nc1ccc(S(=O)(=O)N2CCCCCC2)cc1 | -3 | 4 | i | -5 | -7 | 24 | -6 | 1 | i
Cc1csc2ncc(C(=O)Nc3ccon3)c(=O)n12 | -1 | -6 | i | 12 | -4 | -7 | 1 | -2 | nt
COc1ccc(NC(C)=O)cc1NC(=O)CN1CCN(S(=O)(=O)c2ccc(C(C)C)cc2)CC1 | 0 | 4 | i | -27 | 0 | -7 | 8 | 2 | i
CC(=O)Nc1ccc(S(=O)(=O)NCCC(=O)OCC(=O)NNC(=O)c2ccccc2)cc1 | -3 | 11 | i | 14 | 5 | -13 | -4 | 1 | i
CC1(C)CC(O)C(C)(C)N1O (stereo not drawn) | -1 | 2 | i | -4 | 1 | -8 | 0 | -1 | i
COC(/C=C/Nc1ccc(OC)cc1)=C(C#N)C#N | 4 | 3 | i | 20 | 3 | -6 | 4 | 3 | i
CCN1CC(C)C(O)(c2ccccc2)CC1C (stereo not drawn) | 1 | 11 | i | -5 | -1 | -2 | 0 | 3 | i
CCCCN(C(=O)c1cc2c(s1)CCCCC2)c1c(N)n(CCC)c(=O)[nH]c1=O | -5 | -4 | i | 10 | -3 | 0 | 0 | 2 | i
O=C1C2C3C=CC(CC3)C2C(=O)N1/N=C/c1c(O)ccc2ccccc12 (stereo not drawn) | 6 | -23 | i | 0 | 0 | -7 | 0 | 2 | i
Cc1cc(C)n(CC(O)COc2ccc(C(C)C)c(C)c2)n1 (stereo not drawn) | 1 | 13 | i | 10 | 3 | 0 | -1 | 2 | i
CCC(C)NC(=O)Cn1nc(C(F)(F)F)c2c1CCCC2 (stereo not drawn) | -7 | 2 | i | -6 | -1 | -18 | 1 | 5 | i
C/C(=N/NC(=O)C1CCCC1)c1ccc(NC(=O)C(F)(F)F)cc1 | 0 | 0 | i | -8 | 3 | -12 | -4 | 3 | i
CCc1ccc2cc3c(cc2n1)C(=O)c1ccccc1-3 | -5 | -4 | i | 17 | 1 | 0 | -2 | -4 | i
CC(=O)O[C@H]1CC[C@H]2[C@@H]3CCc4cc(O)ccc4[C@H]3CC[C@]12C | 0 | -2 | i | 24 | 1 | 14 | -7 | -2 | i
Nc1ccc(C(=O)NN2C(=O)[C@H](Cl)C2c2ccc(Cl)cc2)cc1 (stereo partly drawn) | 1 | 2 | i | -1 | 13 | 10 | 0 | -3 | i
CCCCNC(=O)C1C(c2ccccc2)=Nc2ccccc2N1C(=O)c1ccc(C)cc1 (stereo not drawn) | -3 | nt | nt | 1 | -3 | nt | nt | nt | i
COC(=O)C1=C(C(=O)OC)[C@@H]2N(Cc3ccccc3)c3ccccc3[C@@]23C[C@@H](CO)N(C(=O)NC2CCCC2)C3=N1 | 0 | 14 | i | 8 | 2 | 42 | 0 | 0 | i
CC(C)(C)NC(=S)N/N=C/c1cc(Br)c(O)c(Br)c1 | -5 | 35 | i | 21 | 7 | 16 | 4 | 3 | i
COCCCNC(=O)C[C@H]1C[C@H](C(=O)N2CCCCC2)[C@@]2(CCc3ccccc3)c3[nH]c4ccc(Cl)cc4c3CCN2C1=O | 6 | -6 | i | 11 | -26 | 36 | 0 | -5 | i
CCN(C(=O)C(C)Cl)c1ccccc1 (stereo not drawn) | 2 | -16 | i | -9 | 0 | -2 | -2 | 1 | i
O=C(CN(C(=O)c1csnn1)c1ccc(Cl)cc1)NCCc1ccccc1 | -1 | 6 | i | 7 | -4 | -2 | 4 | -1 | i
Cc1nc(N2CCN(S(=O)(=O)c3ccccc3)CC2)c2cc(-c3ccccc3)sc2n1 | -4 | -10 | i | 8 | 1 | 32 | 41* | -1 | i
O=C(Nc1ccc(C(=O)N2CCCCC2)cc1)C1CCC1 | 1 | -7 | i | 1 | 5 | -9 | -5 | -2 | i
Cc1ccc(C(=O)N2c3ccccc3OCC2C)cc1 (stereo not drawn) | -1 | 4 | i | -4 | -2 | 1 | -5 | -5 | i
Clc1ccc(-c2nnc3sc(Cc4cccs4)nn23)c(Cl)c1 | -4 | -39 | i | -4 | 7 | 32 | -2 | 0 | i
O=C(NCC(=O)N(c1ccccc1)C(C(=O)NC1CCCC1)c1ccncc1)c1cccs1 (stereo not drawn) | 2 | -6 | i | 14 | 0 | -1 | -2 | 2 | i
Cc1ccc(S(=O)(=O)N(CC(=O)NN=C2CCN(C)CC2)c2ccc(F)cc2)cc1 | 1 | -33 | i | 6 | 1 | -3 | -6 | -1 | i

Some of the entries above in a different format:
| compound | CSN deneddyl inh | PABP1 MLLE inh | Rpn11 inh | SKN-1 inh | MT1-MMP act inh | FAS TE block | NadD block | Rin1 Abl inh | Neddyl block |
| --- | --- | --- | --- | --- | --- | --- | --- | --- | --- |
| O=C1C2C3C=CC(CC3)C2C(=O)N1/N=C/c1c(O)ccc2ccccc12 (stereo not drawn) | 6 | -23 | i | 0 | 0 | -7 | 0 | 2 | i |
| Cc1cc(C)n(CC(O)COc2ccc(C(C)C)c(C)c2)n1 (stereo not drawn) | 1 | 13 | i | 10 | 3 | 0 | -1 | 2 | i |
| CCC(C)NC(=O)Cn1nc(C(F)(F)F)c2c1CCCC2 (stereo not drawn) | -7 | 2 | i | -6 | -1 | -18 | 1 | 5 | i |
| C/C(=N/NC(=O)C1CCCC1)c1ccc(NC(=O)C(F)(F)F)cc1 | 0 | 0 | i | -8 | 3 | -12 | -4 | 3 | i |
| CCc1ccc2cc3c(cc2n1)C(=O)c1ccccc1-3 | -5 | -4 | i | 17 | 1 | 0 | -2 | -4 | i |
| CC(=O)O[C@H]1CC[C@H]2[C@@H]3CCc4cc(O)ccc4[C@H]3CC[C@]12C | 0 | -2 | i | 24 | 1 | 14 | -7 | -2 | i |
| Nc1ccc(C(=O)NN2C(=O)[C@H](Cl)C2c2ccc(Cl)cc2)cc1 (stereo partly drawn) | 1 | 2 | i | -1 | 13 | 10 | 0 | -3 | i |

(continued)
SMILES | CSN deneddyl inh | PABP1 MLLE inh | Rpn11 inh | SKN-1 inh | MT1-MMP act inh | FAS TE block | NadD block | Rin1 Abl inh | Neddyl block
Cc1c(CCC(=O)NCCCN2CCCC2=O)c(=O)oc2c(C)c(O)ccc12 | -3 | 1 | i | 12 | 2 | -4 | 2 | -4 | nt
CC(=O)c1nn(-c2ccc(Br)cc2)cc1C(=O)c1ccco1 | -2 | 2 | i | 19 | 2 | 5 | 3 | -4 | i
CCCn1nc(C(=O)NNC(=O)CSC(C)C(=O)Nc2cc(C)on2)c2ccccc2c1=O (stereo not drawn) | -2 | -6 | i | 4 | 3 | -7 | -2 | 2 | i
CCN1C(=O)[C@H]2[C@@H](c3ccc(-c4ccccc4)c(OC)c3)N[C@@](CC(C)C)(C(=O)OC)[C@H]2C1=O | -3 | 5 | i | 17 | -13 | 30 | -2 | 1 | i
Cn1cccc1CNC1CCCCC1 | 6 | -9 | i | 12 | 0 | -7 | 2 | 0 | i
CCOC(=O)Cc1nn(Cc2ccc(Cl)cc2)c(=O)c2ccccc12 | 1 | 5 | i | -7 | 1 | 25 | -6 | 4 | i
O=C(NNC(=O)c1ccccc1Cl)c1ccccc1Cl | 0 | 7 | i | 10 | 2 | -2 | 2 | -1 | i
CC(=O)c1ccc(OCCCC(=O)NCCc2ccccc2)cc1 | -4 | -29 | i | 4 | -3 | -6 | 2 | -1 | i
CC1=NC2(CCCc3c2no[n+]3[O-])N(O)C1(C)C (stereo not drawn) | -1 | 14 | i | 3 | -2 | -8 | -2 | 2 | i
Cc1ccc(C(=O)NNC(=O)c2cccc(S(=O)(=O)N3CCOCC3)c2)cc1 | 1 | -9 | i | -5 | 3 | -2 | 6 | 1 | i
Cc1ccccc1N1CCN(C2CCCN(C(=O)c3cc[n+]([O-])cc3)C2)CC1 (stereo not drawn) | -2 | 2 | i | 11 | -2 | -6 | 4 | 1 | i
Cc1cccn2c(=O)c3cc(C(=O)NC4CCCC4)sc3nc12 | 3 | -25 | i | -4 | 3 | 8 | 5 | 0 | +
COC(=O)[C@H](Cc1ccc(O)cc1)NC(=O)Cn1cnc(C(=O)Nc2ccc(C)c(C)c2)n1 | -5 | 5 | i | -4 | 0 | -4 | -1 | 0 | i
CC1=NN(c2ccccc2)C(=O)/C1=C/C=C/c1ccccc1 | 10 | 12 | i | -7 | -21 | -11 | -5 | 0 | i
O=C(NCC(=O)N(c1ccc(Cl)cc1)C(C(=O)NC1CCCC1)c1cccnc1)c1ccco1 (stereo not drawn) | 4 | 13 | i | 10 | -3 | -2 | -4 | 3 | i
CN(C(=O)c1cccc(NC(=O)C2CCN(C(=O)OC(C)(C)C)CC2)c1)C1CCCCC1 | -4 | 4 | i | 4 | -2 | -1 | 3 | 6 | i
C#Cc1ccc([C@H]2C=C(C(=O)O)O[C@@H](OCCCCO)C2)cc1 | 2 | 4 | i | -5 | 3 | -10 | -2 | -3 | i
Cc1noc(C)c1COc1ccccc1C(=O)N1CCN(S(=O)(=O)c2cccc([N+](=O)[O-])c2)CC1 | 1 | 15 | i | -7 | -1 | -3 | 3 | -2 | i
CC(C)c1ccc(NC(=O)CSc2nc(=O)n(CCCN3CCOCC3)c3c2CCC3)cc1 | -1 | -15 | i | 4 | 7 | -2 | -1 | -2 | i
CCc1c(SCCC(=O)O)nc2ccccc2c1C | -3 | 2 | i | -7 | -2 | -3 | -8 | -5 | i
CCC/C(=N\NC(=O)CNC(=O)/C=C/c1ccco1)c1ccccc1 | 4 | 6 | i | 12 | 1 | -3 | -5 | -3 | i
CC12CCC(C)(c3nc4ccccc4nc31)C2(C)C | 6 | -6 | i | 2 | -2 | -5 | -7 | 4 | i
C#CCOC(=O)c1ccccc1C(=O)OCC#C | 4 | 4 | i | 5 | -5 | -4 | 2 | -2 | i
Cc1ccccc1OCc1nc(-c2ccc(-n3cccc3)cc2)no1 | -3 | -6 | i | 9 | 1 | 23 | 1 | -2 | i
O=C(O)c1cc(NN=Nc2ccc(Br)cc2)cc([N+](=O)[O-])c1 | -2 | 3 | i | 2 | 4 | 69* | -1 | 0 | i
O=C(Nc1cccc(C(F)(F)F)c1)c1ccco1 | 3 | 2 | i | 3 | 2 | -4 | 5 | -1 | i
COc1ccccc1C(=O)N/C(=C\c1cn(S(=O)(=O)N(C)C)c2ccccc12)C(=O)NCCN1CCOCC1 | -2 | -6 | i | -18 | 0 | -1 | -10 | -1 | i
COc1ccc(NC(=O)c2ccc3ccccc3c2)cc1NS(=O)(=O)c1ccc(F)cc1 | -3 | 5 | i | 12 | -1 | 9 | -3 | -2 | i
O=C(CN1C(=O)NC2(CCCc3ccccc32)C1=O)NCc1cccs1 (stereo not drawn) | -2 | -5 | i | -7 | 0 | -7 | -7 | 4 | i
C=CCn1c(SCC(=O)N2CCCCC2)nnc1-c1ccncc1 | -7 | 10 | i | -10 | -1 | -3 | -9 | 5 | i
